Screening results from PubChem BioAssay.
M4 ag: agonists of human muscarinic M4 receptor (CHRM4) | P08173 | CHO-K1 hM4/Gqi5, Fluo-8 calcium fluorescence; vehicle 0%, full acetylcholine response 100% | activation, % at 3 µM | 360,000 tested, 0.14% active;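 active = activation above the run mean over all test wells plus 3 SD, cut at about 32% in these data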;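 note: peak over basal fluorescence ratio per well then scaled between controls; 0% = DMSO wells and 100% = acetylcholine at EC100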
M5 ag: agonists of human muscarinic M5 receptor (CHRM5). CHO-K1 hM5 cells, Fluo-8 calcium fluorescence; 0% DMSO wells, 100% maximal acetylcholine response. activation, % at 3 µM. 360,000 tested, 0.19% active. AID 624037;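 active = activation above the run's mean over test compounds plus 3 SD, cut at about 23% in these data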;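 note: signal is peak over basal fluorescence ratio across the kinetic read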
M4 antag: antagonists of human muscarinic M4 receptor (CHRM4); P08173; CHO-hM4 cells, ACh EC80, Fluo-8 calcium fluorescence; inhibition, % at 3 µM; 360,000 tested, 0.73% active;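 active = inhibition above its plate's cutoff, the mean inhibition of sample wells plus 3 SD, cut at about 27% in these data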;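 note: 0% = acetylcholine EC80 with DMSO and 100% = DMSO without agonist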
M5 PAM: positive allosteric modulators of human muscarinic M5 receptor | P08912 | CHO-K1 hM5, Fluo-8 calcium, ACh EC20 PAM; 0% = ACh EC20, 100% = ACh EC100 | activation, % at 3 µM | 360,000 tested, 0.3% active;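 active = activation above the run cutoff, the mean activation of all test compounds plus 3 SD, cut at about 18% in these data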
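Replicates: One well per compound, no replicates | System: Human M5 receptor in CHO-K1 cells | Benchmarks: Low control EC20 acetylcholine (0%), high control EC100 acetylcholine (100%) | Probe or stimulus: Acetylcholine, EC20 level | Times: Fluo-8 loading 80 min at 37 °C plus 30 min room temperature | Signal: Intracellular calcium via Fluo-8 fluorescence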
IDE cell inh: inhibits human insulin-degrading enzyme in HEK cells. P14735. FAbetaB cleavage, fluorescence polarization. inhibition, % at 5.59 µM. 320,000 tested, 0.41% active. AID 434962;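 active = percent inhibition above the average of all tested compounds plus 3 SD, set per screening campaign, cut at about 16% in these data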;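 note: IDE supplied by intact live HEK cells; FP after avidin binding of uncleaved biotin substrate so inhibition keeps polarization high; 0% = DMSO wells and 100% = 60 µM reference IDE inhibitor Ii1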
Target sequence (P14735 whole entry, looked up): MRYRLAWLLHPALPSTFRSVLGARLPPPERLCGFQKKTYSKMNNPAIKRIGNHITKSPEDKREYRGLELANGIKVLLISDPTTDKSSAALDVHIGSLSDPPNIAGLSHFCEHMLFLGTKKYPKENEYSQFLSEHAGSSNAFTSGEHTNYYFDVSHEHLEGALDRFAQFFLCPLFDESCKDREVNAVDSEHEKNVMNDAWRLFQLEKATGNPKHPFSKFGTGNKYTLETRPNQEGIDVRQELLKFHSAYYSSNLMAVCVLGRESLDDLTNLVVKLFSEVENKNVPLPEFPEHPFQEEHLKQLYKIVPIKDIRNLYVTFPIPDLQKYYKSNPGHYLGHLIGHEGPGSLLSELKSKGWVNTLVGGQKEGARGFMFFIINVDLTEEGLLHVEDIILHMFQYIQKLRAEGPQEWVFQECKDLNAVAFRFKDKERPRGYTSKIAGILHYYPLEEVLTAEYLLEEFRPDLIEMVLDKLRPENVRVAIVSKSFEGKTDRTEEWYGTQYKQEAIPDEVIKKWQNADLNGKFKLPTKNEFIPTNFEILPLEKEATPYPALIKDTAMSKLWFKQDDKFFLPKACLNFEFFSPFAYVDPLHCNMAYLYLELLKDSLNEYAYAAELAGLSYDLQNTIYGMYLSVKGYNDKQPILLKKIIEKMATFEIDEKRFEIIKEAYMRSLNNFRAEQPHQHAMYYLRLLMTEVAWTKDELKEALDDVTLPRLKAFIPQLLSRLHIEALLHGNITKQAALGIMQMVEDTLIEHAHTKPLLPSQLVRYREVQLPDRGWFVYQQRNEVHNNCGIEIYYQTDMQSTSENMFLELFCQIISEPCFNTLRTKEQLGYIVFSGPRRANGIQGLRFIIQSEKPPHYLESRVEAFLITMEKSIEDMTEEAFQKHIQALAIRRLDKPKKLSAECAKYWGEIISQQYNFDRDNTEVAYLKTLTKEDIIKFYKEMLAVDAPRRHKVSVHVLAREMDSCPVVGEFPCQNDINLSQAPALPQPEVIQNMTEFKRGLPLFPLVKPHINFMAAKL
CRFBP-R2 block: CRF-BP/CRF-R2 complex antagonism | HEK293 CRF-R2/CRF-BP, CRF-induced calcium fluorescence | inhibition, % at 11.8 µM | 350,000 tested, 0.59% active;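 active = inhibition of the ligand-induced calcium signal above about 50% at the single tested concentration, limit read from the data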
CHRM5 antagonist: antagonists of human muscarinic M5 receptor (CHRM5) | P08912 | CHO-hM5 cells, Fluo-8 calcium fluorescence, ACh EC80 | inhibition, % at 3 µM | 360,000 tested, 0.59% active | AID 624040;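 active = inhibition above a per-plate cutoff, the mean of that plate's test compounds plus 3 SD, cut at about 27% in these data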;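 note: 0% = acetylcholine EC80 with DMSO and 100% = DMSO without agonist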
CRFBP-R2 agonist: CRF-BP/CRF-R2 complex agonism. HEK293 CRF-R2/CRF-BP, calcium dye fluorescence (FLIPR); percent of saturating CRF peptide response. activation, % at 13.2 µM. 350,000 tested, 0.46% active;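 active = activation of at least 50%, plus an integration ratio under a set limit after plate pattern correction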;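 note: plate controls were neutral control wells without compound for no effect and CRF at EC100 for full effect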
M4 PAM: CHRM4 positive allosteric modulation; 360,000 tested, 0.4% active; activation, % at 3 µM; AID 624126; CHO-K1 hM4/Gqi5, Fluo-8 calcium fluorescence, ACh EC20; 0% = ACh EC20, 100% = maximal ACh; P08173;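 active = activation above its plate's cutoff, the mean activation of sample wells plus 3 SD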; note: some results filed as inactive read as strong as hits
Starred values were filed as active, the others as inactive; nt = not tested or not shown. Rows are unselected; overall some 2.9% were active at least once.

SMILES	M4 ag	M5 ag	M4 antag	M5 PAM	IDE cell inh	CRFBP-R2 block	CHRM5 antagonist	CRFBP-R2 agonist	M4 PAM
Cc1ccc(NC(=O)Cn2c(=O)oc3ccccc32)cc1	0	1	0	1	5	-3	6	-3.2	-2
COc1ccc(C2c3c(n[nH]c3C)CC(C)(O)C2C(C)=O)cc1OC (configuration not stated)	1	-1	20	-1	1	-10	2	-0.4	5
CC(C)c1ccc(C2NC(=O)c3ccccc3O2)cc1 (configuration not stated)	0	-5	-3	-4	1	-17	7	-0.2	-7
CC1CCCN(C(=O)CNC(=O)c2sc3ccccc3c2Cl)C1 (configuration not stated)	2	0	-16	-4	nt	-19	-1	-0.5	10
NCCCC[C@H]1CNC(=O)C(=O)N1CCc1cccc2ccccc12	0	2	7	-2	2	2	4	0.6	-1
O=C(NCCc1cccs1)c1ccc(Cl)cc1	0	-3	6	7	2	-5	-2	-2.1	-1
CCCC(C(=O)NCCc1ccc(S(N)(=O)=O)cc1)c1ccccc1 (configuration not stated)	3	-3	-2	-4	4	5	-2	-1.3	-6
COC(=O)[C@@]12C[C@@H](CC(=O)NCCc3ccccc3OC)C(=O)N(Cc3ccc4c(c3)OCO4)C1=CCC(C)(C)C2	7	-2	-10	-6	nt	nt	2	nt	-4
Cc1ccc(N2CCN(S(=O)(=O)N(C)C)CC2)cc1C	1	7	6	3	7	-4	-21	1.7	-7
COc1ccc2c3c(cccc13)N(C)N=C2C	0	-1	9	1	1	-9	-2	7.7	1
COc1cccc(-c2cc(C(=O)O)no2)c1	2	2	3	-3	8	-12	-3	3.6	2
COc1ccccc1/C=C/CN1CCC(Oc2ccc(C(=O)N3CCCC3)cc2)CC1	1	-6	13	-10	4	2	7	-1.1	-14
CCCCOCCCNC(=O)C[C@@H]1C[C@@]2(C(=O)OCC)CCCC=C2N(CCc2ccc(OC)c(OC)c2)C1=O	4	1	-1	-1	nt	nt	3	nt	2
O=C(COc1ccc(C(=O)c2ccccc2)cc1)NC1CCCCCC1	14	2	-12	-17	6	2	16	-3.3	-18
COc1ccc2ccccc2c1C=NN1CCCCC1	0	18	-1	-8	nt	10	20	2.5	-3

Arranged by SMILES length (smallest number first): three of the compounds above.
SMILES	M4 ag	M5 ag	M4 antag	M5 PAM	IDE cell inh	CRFBP-R2 block	CHRM5 antagonist	CRFBP-R2 agonist	M4 PAM
CC(C)c1ccc(C2NC(=O)c3ccccc3O2)cc1 (configuration not stated)	0	-5	-3	-4	1	-17	7	-0.2	-7
Cc1ccc(N2CCN(S(=O)(=O)N(C)C)CC2)cc1C	1	7	6	3	7	-4	-21	1.7	-7
COC(=O)[C@@]12C[C@@H](CC(=O)NCCc3ccccc3OC)C(=O)N(Cc3ccc4c(c3)OCO4)C1=CCC(C)(C)C2	7	-2	-10	-6	nt	nt	2	nt	-4

(listing goes on)
SMILES	M4 ag	M5 ag	M4 antag	M5 PAM	IDE cell inh	CRFBP-R2 block	CHRM5 antagonist	CRFBP-R2 agonist	M4 PAM
Cc1ccc(-c2cc(C(F)(F)F)n3nc(C(=O)N4CCN5CCCC5C4)cc3n2)cc1 (configuration not stated)	0	-9	13	3	1	-15	4	-0.5	2
CN1CC(=O)N(CC(=O)Nc2cccc(S(=O)(=O)N3CCOCC3)c2)C1=O	1	-3	-1	-3	1	-13	-1	1.6	1
COc1cc(NC(=S)Nc2ccc(N(C)C(C)=O)cc2)cc(OC)c1	0	-2	3	-4	7	-5	-10	0.1	1
Cn1c(SCC(=O)Nc2ccc(N3CCOCC3)c(Cl)c2)nnc1C(O)c1ccccc1 (configuration not stated)	2	-1	8	-3	-5	-14	12	0.2	-12
O=[N+]([O-])c1cccc(COc2ncnc3cc([N+](=O)[O-])ccc23)c1	3	3	-17	6	-2	-21	-10	-0.3	1
Cc1ccsc1CN(C)CC(=O)NCC(=O)Nc1ccc(F)c(F)c1F	2	0	-11	1	-5	-15	13	-2.0	6
COc1ccc(CCNC(=S)N2CCC(C(N)=O)CC2)cc1	0	-2	-1	-8	-4	4	12	0.5	-7
NC(=O)c1cc2nc(-c3ccco3)cc(C(F)(F)F)n2n1	2	4	-10	5	0	-5	-8	-0.9	-2
O=C1CSC2(C(=O)N3CCCc4cccc2c43)N1c1cccc(C(F)(F)F)c1 (configuration not stated)	-2	-12	50*	-18	2	-12	30*	0.5	-32
CC(C)(O)C#Cc1ccc([C@@H]2C[C@H]3CN(c4ccccc4)C(=O)[C@]34CCCN24)s1	1	-8	12	-8	1	-3	4	-0.3	-17
CCOC(=O)c1ccccc1NC(=O)C=C(C)C	-1	1	-12	7	7	9	-4	2.8	9
Cc1occc1C(=O)NNC(=O)C(c1ccccc1)c1ccccc1	14	2	2	-16	-5	-8	-5	-0.2	-12
Cc1ccccc1C(=O)c1cccn1CC(=O)NCc1ccccc1	0	-5	-2	-4	6	32	7	-3.9	2
CCCc1[nH]nc2c1C(c1ccccc1OC)C(C#N)=C(N)O2 (configuration not stated)	2	4	-8	-1	4	-11	8	-2.3	5
NS(=O)(=O)c1ccc(CNC(=O)c2cc(=O)[nH]c3ccccc23)cc1	1	-1	-14	-3	-3	-2	11	0.0	6
CC12CCC(=O)N1C(C(=O)Nc1nccs1)CS2 (configuration not stated)	0	-3	-3	2	nt	-21	12	4.5	1
Cc1c(CNCC(C)c2ccccc2)c(C(=O)O)c(C)n1Cc1ccccc1 (configuration not stated)	0	-1	7	2	3	2	9	0.2	-7
Cc1nc2ccc(NS(=O)(=O)c3cccc([N+](=O)[O-])c3)cc2s1	11	6	7	-15	-1	-6	20	1.6	-6
Cc1ccc(-c2nc(CS(=O)CC(=O)NCc3ccc4c(c3)OCO4)c(C)o2)cc1 (configuration not stated)	2	-2	-2	-6	0	14	0	-0.2	-5
COc1ccc(-c2csc(N(Cc3ccccc3)C(=O)COc3ccc(Cl)cc3)n2)cc1	0	0	2	-1	1	0	-6	1.6	-4
COc1ccccc1CNC(=O)Cn1ccc2cc(S(=O)(=O)N3CCCC3)ccc21	2	-5	6	-1	4	1	5	-1.9	-1
COC(=O)C1c2ccccc2-c2ccccc21	0	-1	2	5	nt	-6	-7	-2.9	-10
O=C(CCN1C(=O)C2CCCCC2C1=O)Nc1cc(F)ccc1F (configuration not stated)	3	-5	-3	3	1	-10	6	-0.2	17
CN(C)CCNc1oc(COc2cccc(Cl)c2)nc1C#N	1	1	15	4	-3	-6	-5	0.8	-4
O=C(O)c1ccc(-c2nc(-c3cccc(C(F)(F)F)c3)cs2)cc1	0	-3	-10	0	nt	48	-4	-2.6	8
O=C1OCc2ccc(NC(=O)c3ccccc3C(=O)O)cc21	0	-4	9	-2	-10	-5	14	1.0	7
O=c1c2[nH]cnc2n(-c2ccccc2)c(=O)n1Cc1ccccc1	1	-4	-3	-2	1	7	1	-2.1	-5
COc1cc(OC)c(N(C)S(=O)(=O)c2cccc(C(=O)NC(C)C3CC4CCC3C4)c2)cc1Cl (configuration not stated)	0	-2	0	1	-3	-3	6	4.5	1
c1ccc(CCN2CN=C(Nc3nc4ccccc4o3)NC2)cc1	2	-2	-1	-1	-2	14	-3	-2.9	3
CC1(C)NC(=O)N(CC(O)CN(c2ccccc2)S(=O)(=O)c2ccccc2)C1=O (configuration not stated)	2	0	13	2	8	-11	-4	1.0	-8
COC(=O)c1ccc(OC)c(OC)c1Cl	11	2	2	-6	0	3	20	-1.3	-17
Cc1ccnc2c(N3C(=O)C4C5C=CC(C5)C4(C)C3=O)cccc12 (configuration not stated)	1	1	-2	-2	0	-11	2	-0.5	1
COc1cc(/C=C/C(=O)OCC(=O)N2c3ccccc3NC(=O)C2(C)C)cc(OC)c1OC	25	7	19	-34	2	-5	24	-0.5	-10
N#CC1=C(SCc2ccccc2)NC(=O)C(C#N)C12CCCC2 (configuration not stated)	0	0	4	-5	1	-10	-1	1.9	9
CN(CC(=O)Nc1cccc(F)c1)C(=O)c1ccc(COc2ccccc2)cc1	7	-1	-2	-9	8	-15	12	3.0	2
Cc1ccc(NC(=O)c2ccccc2OCc2ccc([N+](=O)[O-])cc2)nc1	1	-1	-5	-3	-2	14	0	-0.5	-1
CN(Cc1cnccn1)C(=O)CC1C(=O)NCCN1Cc1cccc(Oc2ccccc2)c1 (configuration not stated)	1	4	9	-5	1	-3	6	1.7	0
C/C(=N\NC(=O)c1nnn(-c2nonc2N)c1CSc1ccc(C)cc1)c1cccs1	0	0	3	-3	nt	7	-9	0.5	-6
O=C(N/N=C/c1cccnc1)c1ccccc1NS(=O)(=O)c1cccs1	2	-1	2	-7	7	-3	1	7.4	-3
O=C(NCCCO)c1ccc2nc(-c3ccco3)c(-c3ccco3)nc2c1	0	1	3	3	nt	0	8	-1.0	-5
CCn1c(C(=O)O)c(CC(=O)NC2CCCCCC2)c2ccccc21	1	-2	-5	-3	5	-3	-6	0.4	1
O=C(NC1CCCC1)C(c1cccnc1)N(Cc1ccccc1)C(=O)c1csnn1 (configuration not stated)	0	-1	1	4	-4	-2	-2	0.1	-2
COC(=O)c1c(C)cc(O)c(C=O)c1O	1	2	-6	3	-6	0	-3	1.4	2
Cc1ccc(OCC(=O)N2CCC3(CC2)CC(=O)c2ccccc2O3)cc1	5	-2	-14	-3	1	4	3	-1.4	0
O=C(Cn1cc2c(n1)CCCC2)NCC1CCCO1 (configuration not stated)	7	0	-15	-4	-2	20	-3	7.5	9

Limited to M4 ag, M5 PAM and IDE cell inh, for 2 of the compounds above:
| mol | M4 ag | M5 PAM | IDE cell inh |
| --- | --- | --- | --- |
| Cc1ccc(NC(=O)c2ccccc2OCc2ccc([N+](=O)[O-])cc2)nc1 | 1 | -3 | -2 |
| Cc1ccnc2c(N3C(=O)C4C5C=CC(C5)C4(C)C3=O)cccc12 (configuration not stated) | 1 | -2 | 0 |

The results go on:
SMILES	M4 ag	M5 ag	M4 antag	M5 PAM	IDE cell inh	CRFBP-R2 block	CHRM5 antagonist	CRFBP-R2 agonist	M4 PAM
CCOC(=O)Cc1csc(SCc2cc(=O)oc3cc(O)ccc23)n1	4	9	9	0	-2	11	3	8.8	1
CC(=O)Nc1ccc(S(=O)(=O)Nc2nnc(C(C)C)s2)cc1	0	1	10	5	0	16	-9	-1.0	0
CCOCCCNC(=O)C1CCN(C(=O)N(C)C)CC1	0	0	-25	-1	4	21	-7	-2.0	13
O=C(NC1=NCCS1)c1ccc(Cl)c(S(=O)(=O)N2CCc3ccccc32)c1	3	-6	-4	-6	-1	-3	12	0.3	-10
COCCNC(=O)CN(Cc1ccccc1)S(=O)(=O)c1ccc2nc(C)sc2c1	0	-1	-1	-4	-3	1	7	1.2	-6
O=C(NCCCN1CCOCC1)c1ccc2c(=O)n(CCc3ccccc3)c(=O)[nH]c2c1	2	-10	6	-2	-1	3	6	-0.1	-8
COc1cccc(CC(=O)OC(C)C(=O)Nc2ccc(Cl)cn2)c1 (configuration not stated)	0	-4	1	-2	3	6	9	-1.0	13
O=C(O)c1ccc(S(=O)(=O)N2CCC(NC(=O)C3CCCCC3)CC2)cc1	0	-1	5	3	-5	-1	2	0.0	2
COCCOC(=O)C1=C(C)N(Cc2ccccc2)C(=O)NC1c1ccc(OC)cc1 (configuration not stated)	2	0	3	1	4	-12	10	-0.2	0
COc1ccc(C)cc1N(CC(=O)O)S(=O)(=O)c1ccc(C)cc1	0	-2	-13	11	4	-7	-13	0.5	12
